RGS4 inhibitor = inhibitors of human regulator of G protein signaling 4; hit rate 0.039% among 390,000; Potency, µM (top dose mostly 114 µM), for the others: at the highest dose activity change, negative = inhibition, most hits filed as inhibitors; P49798; Transcreener GDP fluorescence polarization, RGS4-accelerated GTP hydrolysis; note: potency is the fitted concentration of half-maximal effect; % is set by controls: 0 for no effect and ±100 for the full control effect; nearly all actives have a fitted effect of over 75% in size; some results filed as inactive show a strong effect at the top dose
Target sequence (P49798 whole entry, looked up): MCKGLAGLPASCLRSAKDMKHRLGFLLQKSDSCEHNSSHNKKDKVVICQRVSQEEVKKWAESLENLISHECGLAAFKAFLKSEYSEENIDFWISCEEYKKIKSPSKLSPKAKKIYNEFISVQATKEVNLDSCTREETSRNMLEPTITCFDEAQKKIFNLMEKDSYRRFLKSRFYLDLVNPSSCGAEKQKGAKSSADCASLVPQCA
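MLSMR compounds (23 nl, pin-transferred) preincubated 10 min at room temperature with a 500nM (2x) first reagent, then RGS4 at 900nM (2x) plus Transcreener GDP mix added; fluorescence polarization (620/688 nm) read before and after 90 min at 30 °C.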
Vif-A3F inh = blocks the Vif interaction with APOBEC3F; HeLa A3F-eYFP + Vif (tagged APOBEC3F with the HIV-1 protein that degrades it), YFP fluorescence increase; Potency, µM (top dose mostly 46.1 µM), for the others: top-dose activity, negative = active; hit rate 0.2% among 390,000; AID 602313; note: potency is the fitted concentration of half-maximal effect; % of control where 0% means no effect; nearly all actives have a fitted effect of over 65% in size
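Fluorescence increase (Ex 488/Em 500-530) after overnight compound treatment at 37 deg C flags inhibition of Vif-driven A3F-eYFP loss in stable HeLa A3F-eYFP/Vif cells seeded overnight beforehand.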
ERG Ets-DNA blk = inhibitors of human ERG Ets domain-DNA interaction | fluorescence polarization, His-ERG Ets domain / labelled DNA | Potency, µM (doses to about 76.9 µM), without a hit: top-dose FP activity, negative = inhibition, hits mostly inhibitors | hit rate 0.028% among 370,000; active = well fitted inhibition curve with a large enough effect in the polarisation, with a control signal flat; inconclusive = small, poorly fitted or top-dose-only effect, or effect the other way, or a change in a side signal; inactive = no such curve, though single readings can be large or run the other way; the % refers to the polarisation;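 note: polarization taken with two DNA probes labelled with fluorescein and Texas red; potency is the fitted concentration of half-maximal effect; % of control where 0% means no effect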
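His-tagged ERG Ets domain (1 uM in the protein solution; 300mM KCl, 50mM Tris-HCl, 1mM EDTA, 1mM DTT, pH 7.5) received compound, then a probe mix of 5 nM fluorescein-DNA and 100nM Texas-615-DNA. Fluorescence polarization was read for both dyes.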
LDHA block = blocks human lactate dehydrogenase A. P00338. purified LDHA, NADH/diaphorase-resazurin fluorescence; hits give low values. activity change, % (values are at about 110 or 230 µM). hit rate 0.15% among 480,000; in the data active = activity change below about -30%; inconclusive = mostly about -25% to -30%;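 note: plate controls were DMSO wells for no effect and wells without enzyme for full effect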
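Resorufin fluorescence (ex540/em590), read at 0 and 20 min after diaphorase/resazurin addition, reports the NADH left after a 5 min room-temperature reaction of 2 nM human LDH5 with 0.06 mM NADH and 0.2 mM pyruvate.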
12-LOX inh = inhibitors of human 12S-lipoxygenase ALOX12. P18054. purified 12hLO, xylenol orange hydroperoxide absorbance. Potency, µM (titrated, usually from 108 µM), for inactives: at the highest dose activity change, negative = inhibition, usual class: inhibitors. hit rate 1.1% among 580,000. AID 1671190; note: potency is the fitted concentration of half-maximal effect; % is set by controls: 0 for no effect and ±100 for the full control effect
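Purified human 12hLO (150 nM final) in 25 mM Hepes, 0.01% Triton X-100, pH 7.0 was preincubated 15 min at room temperature with compound. Then 40 uM arachidonic acid was added, 30 min. Hydroperoxide was read by Fe-XO absorbance ratio 573/405 nm.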
GRP78 ERSR act = induces the endoplasmic reticulum stress response in human glioma cells | U87-MG GRP78 promoter luciferase reporter, 16 h | Potency, µM, for the others: at the top dose activation, hits mostly activators | hit rate 0.02% among 420,000 | AID 602332; note: potency is the fitted concentration of half-maximal effect; series mostly up to about 76 µM; % of control where 0% means no effect; nearly all actives have a fitted effect of over 35% in size
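ERSR induction read as luciferase luminescence (Bright-Glo, 10 min at room temperature) in stably transfected human U87-MG glioma cells exposed to compounds for 16 h, using GRP78 as sensor.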
Vif-APOBEC3G blk = Vif-A3G binding inhibition; HeLa A3G-eYFP + Vif (tagged APOBEC3G with the HIV-1 protein that degrades it), YFP fluorescence, overnight; Potency, µM (titrated, usually from 46.1 µM), inactives show at the highest dose activity, negative = active, most hits filed as inhibitors; hit rate 0.076% among 410,000;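 note: potency is the fitted concentration of half-maximal effect; % is set by controls: 0 for no effect and ±100 for the full control effect; nearly all actives have a fitted effect of over 60% in size; hits raise eYFP signal because A3G escapes Vif-driven loss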
Target sequence (Q9HC16 whole entry, looked up): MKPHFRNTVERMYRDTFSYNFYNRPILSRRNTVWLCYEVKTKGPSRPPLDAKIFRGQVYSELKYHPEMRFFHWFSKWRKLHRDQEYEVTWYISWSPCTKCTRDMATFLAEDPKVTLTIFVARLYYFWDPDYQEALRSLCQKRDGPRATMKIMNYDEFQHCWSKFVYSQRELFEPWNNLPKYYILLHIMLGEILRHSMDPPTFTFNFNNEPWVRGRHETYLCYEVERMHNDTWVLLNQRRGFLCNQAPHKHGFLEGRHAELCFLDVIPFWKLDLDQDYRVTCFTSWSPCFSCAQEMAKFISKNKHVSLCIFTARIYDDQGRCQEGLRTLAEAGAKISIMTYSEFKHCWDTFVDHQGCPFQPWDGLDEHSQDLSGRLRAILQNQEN
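Read-out is eYFP fluorescence (Ex 488/Em 500-530) from Vif-expressing HeLa A3G-eYFP cells; more signal means A3G escaped Vif-mediated degradation. Cells plated overnight, compound pinned in, incubated overnight at 37 deg C.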
D2 antagonist = antagonists of human D2 dopamine receptor | P14416 | HEK293 TREx D2 cells, calcium flux, dopamine EC80 | inhibition, % at 10 µM | hit rate 2% among 340,000 | AID 485344; in the data active = inhibition above about 30%; note: 0% is about no effect
Target sequence (P14416 whole entry, looked up): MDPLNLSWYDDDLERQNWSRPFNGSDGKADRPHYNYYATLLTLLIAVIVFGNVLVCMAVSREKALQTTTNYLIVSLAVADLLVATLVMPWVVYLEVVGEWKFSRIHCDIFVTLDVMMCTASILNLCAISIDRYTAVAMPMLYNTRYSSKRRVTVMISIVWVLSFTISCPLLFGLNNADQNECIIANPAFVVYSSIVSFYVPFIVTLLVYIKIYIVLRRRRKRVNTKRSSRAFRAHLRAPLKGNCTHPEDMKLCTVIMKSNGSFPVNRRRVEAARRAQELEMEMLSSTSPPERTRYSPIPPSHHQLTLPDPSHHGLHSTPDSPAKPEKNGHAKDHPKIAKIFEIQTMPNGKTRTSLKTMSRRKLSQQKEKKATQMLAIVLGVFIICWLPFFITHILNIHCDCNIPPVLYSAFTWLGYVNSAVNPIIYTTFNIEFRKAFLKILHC
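HEK293 T-REx D2 cells, tet-induced, calcium dye no-wash. Cpd pintool add, 180 s kinetic, then EC80 DA, 180 s kinetic. Ca flux read.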
D2 agonist = agonists of human D2 dopamine receptor | hit rate 0.53% among 340,000 | HEK293 T-REx D2 cells, calcium flux agonist mode | activation, % at 2 µM;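 active = activation over 3 SD above normal in the single-dose calcium agonist read, cut at about 30% in these data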; note: 0% is about no effect
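Tetracycline-induced HEK293 Trex cells with D2 receptor force-coupled to calcium signaling, plated overnight at 30 C and loaded with no-wash calcium dye. Calcium flux read kinetically for 180 s after compound addition; responses flag agonists.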
Active calls of the source: *; ? = inconclusive; / = not tested or not shown; & = joins results of further samples; [ ] = dose if it differs, or a comment. Unless noted, calls come from the whole dose curve; as a rule, active = well fitted curve in the direction sought with a large enough effect; inconclusive = small, poorly fitted or top-dose-only effect, or another doubt; inactive = no such curve, though single readings can be large; an effect the other way counts as inactive or inconclusive. Not all compounds are listed. The share of hits here may be higher or lower than overall.

SMILES	RGS4 inhibitor	Vif-A3F inh	ERG Ets-DNA blk	LDHA block	12-LOX inh	GRP78 ERSR act	Vif-APOBEC3G blk	D2 antagonist	D2 agonist
NNC(=O)c1sccc1OCc1ccc(Cl)cc1Cl	-30.0%	-5.2%	12.5%	-3.3	29.0%	-3.3%	-0.3%	1.1	7.8
CCCCNC(=S)N=Nc1c(O)[nH]c2ccccc12	-1.7%	8.6%	3.5%	-2.2	4.0%	5.5%	-1.6%	-21.4	-0.8
CCOc1ccc(S(=O)(=O)NC(C)C(=O)NCc2ccc3c(c2)OCO3)cc1 (configuration not stated)	12.7%	-22.4%	-3.9%	-5.5	1.5%	-2.8%	-0.1%	3.0	0.3
COc1ccc(/C(C)=N/Nc2cccc(C(=O)O)c2)cc1OC	-1.2%	2.2%	-0.7%	9.7	-16.3%	-5.1%	-0.4%	/	/
O=C(CCC1CCCC1)c1c(O)c2ccccc2oc1=O	-25.2%	5.0%	16.6%	0.5	23.2%	-2.4%	0.3%	-0.5	3.4
NC(=O)c1ccnc2c(O)cccc12	10.9%	-0.1%	/	0.8	-6.0%	-3.6%	-2.6%	-1.8	0.7
CC(C)CC(C(=O)O)N(Cc1ccccc1)Cc1ccccc1 (configuration not stated)	-7.5%	8.0%	1.8%	-6.3	0.0%	-2.7%	-0.5%	-1.0	0.4
COc1ccc(-c2noc(-c3ccc(C)cc3)n2)cc1	-29.7%	-4.3%	2.5%	-8.0	333.5%[activator]	-4.8%	4.6%	11.7	0.2
COc1ccc(S(=O)(=O)N2CCCCCC2)cc1NC(=O)c1ccccc1	-3.9%	-1.7%	13.2%	-0.4	14.0%	-5.3%	-2.2%	-1.9	0.3
CCOc1ccc(NC(=O)CN(C)C(=O)c2cn3ccccc3n2)cc1OCC	-12.0%	4.3%	8.5%	-4.1	-17.0%	-4.4%	-1.9%	-4.4	-0.3
CCCOc1ccc(C(=O)c2ccccc2C(=O)O)cc1OCCC	-8.7%	-2.6%	3.6%	0.9	-23.3%	-4.4%	-5.1%	4.9	0.9
COc1ccc(CC(=O)Nc2nc(-c3ccc(OC)c(OC)c3)cs2)cc1OC	-5.4%	22.2%	1.2%	-7.9	-2.3%	-3.4%	0.4%	-11.2	0.0
O=C1c2ccccc2C(=O)N1CCCCCCc1ccccc1	15.2%	-0.4%	9.0%	-1.7	19.1%	-4.1%	-2.6%	3.4	-0.4
CCS(=O)(=O)Nc1ccc(-c2cn3c(C)csc3n2)cc1	0.4%	4.8%	-6.7%	-6.0	-14.5%	-8.6%	1.4%	/	0.1
COc1ccc(C(=O)COC(=O)c2ccccn2)cc1OC	10.5%	-4.5%	-0.3%	-6.4	4.9%	-2.8%	2.9%	2.8	0.2
C=CCn1cnc2c(nnn2-c2ccc(C)c(C)c2)c1=O	-19.0%	-3.9%	12.4%	-6.6	6.4%	-2.1%	-0.2%	-5.0	-0.6
CCCCC(CC(O)COCCC)C(=O)NN (configuration not stated)	-24.8%	-22.3%	2.2%	-5.2	4.6%	-2.1%	3.2%	5.9	0.1
CCCN=C1N(CC)C[C@@H]2[C@@H]3C(=O)N(Cc4ccccc4)C(=O)[C@@H]3[C@](C)(C(=O)OC)N12	-32.9%	-3.7%	-6.8%	2.2	?	-3.7%	3.3%	/	/
CCOC(=O)C1=C(c2ccccc2)NC(=O)NC1c1cc(Cl)c(O)c(OC)c1 (configuration not stated)	-41.8%	11.0%	-4.1%	7.4	?	-3.0%	-2.4%	-5.7	-0.1
O=C(CC1SC(=Nc2ccc(OC(F)F)cc2)N(CCN2CCOCC2)C1=O)Nc1ccc(F)cc1F (configuration not stated)	9.4%	3.5%	8.1%	0.2	-10.6%	-2.5%	-2.7%	-13.3	5.5
O=C(COC(=O)CCS(=O)(=O)c1ccccc1)Nc1ccccc1	-3.1%	5.1%	-0.9%	-3.7	1.8%	-2.5%	2.1%	-13.9	-0.1
Cc1ccc(-c2nc3ccccc3[nH]2)cn1	8.5%	-3.3%	-8.1%	2.1	-4.1%	2.1%	0.8%	10.8	1.4
c1ccc(Nc2scc(-c3ccccc3)[n+]2Cc2ccco2)cc1	-48.7%	3.9%	-2.0%	2.8	?	?	0.0%	-3.8	0.2
COc1ccc(-c2nc3c(s2)CN(S(C)(=O)=O)CC3)cc1OC	4.1%	-21.3%	8.2%	-4.1	?	-0.5%	2.3%	-6.4	-0.5
Cc1cccc2nc3ccccc3nc12	-47.2%	0.8%	-0.3%	-11.1	-8.9%	-5.1%	5.0%	-10.9	1.6

Some of the entries above, set out differently:
Under each structure: RGS4 inhibitor | Vif-A3F inh | ERG Ets-DNA blk | LDHA block | 12-LOX inh | GRP78 ERSR act | Vif-APOBEC3G blk | D2 antagonist | D2 agonist
CCCN=C1N(CC)C[C@@H]2[C@@H]3C(=O)N(Cc4ccccc4)C(=O)[C@@H]3[C@](C)(C(=O)OC)N12
    -32.9% | -3.7% | -6.8% | 2.2 | ? | -3.7% | 3.3% | / | /
CCOC(=O)C1=C(c2ccccc2)NC(=O)NC1c1cc(Cl)c(O)c(OC)c1 (configuration not stated)
    -41.8% | 11.0% | -4.1% | 7.4 | ? | -3.0% | -2.4% | -5.7 | -0.1
O=C(CC1SC(=Nc2ccc(OC(F)F)cc2)N(CCN2CCOCC2)C1=O)Nc1ccc(F)cc1F (configuration not stated)
    9.4% | 3.5% | 8.1% | 0.2 | -10.6% | -2.5% | -2.7% | -13.3 | 5.5
O=C(COC(=O)CCS(=O)(=O)c1ccccc1)Nc1ccccc1
    -3.1% | 5.1% | -0.9% | -3.7 | 1.8% | -2.5% | 2.1% | -13.9 | -0.1
Cc1ccc(-c2nc3ccccc3[nH]2)cn1
    8.5% | -3.3% | -8.1% | 2.1 | -4.1% | 2.1% | 0.8% | 10.8 | 1.4
c1ccc(Nc2scc(-c3ccccc3)[n+]2Cc2ccco2)cc1
    -48.7% | 3.9% | -2.0% | 2.8 | ? | ? | 0.0% | -3.8 | 0.2
COc1ccc(-c2nc3c(s2)CN(S(C)(=O)=O)CC3)cc1OC
    4.1% | -21.3% | 8.2% | -4.1 | ? | -0.5% | 2.3% | -6.4 | -0.5
Cc1cccc2nc3ccccc3nc12
    -47.2% | 0.8% | -0.3% | -11.1 | -8.9% | -5.1% | 5.0% | -10.9 | 1.6

Next structures:
SMILES	RGS4 inhibitor	Vif-A3F inh	ERG Ets-DNA blk	LDHA block	12-LOX inh	GRP78 ERSR act	Vif-APOBEC3G blk	D2 antagonist	D2 agonist
Cc1cc(C)cc(NC(=O)c2cccc(C(=O)Nc3cc(C)cc(C)c3)n2)c1	6.7%	-5.2%	0.6%	-8.5	215.1%[activator]	0.7%	0.7%	-11.2	-2.0
Cn1c(=O)nc2n(Cc3ccccc3)c3cccc(Cl)c3cc-2c1=O	-32.5%	-5.3%	5.5%	0.6	-24.6%	-2.9%	-6.2%	9.1	-1.4
O=C(CSc1ncnc2sc3c(c12)CCCCC3)NCc1ccco1	-22.1%	-2.0%	-0.7%	-1.1&0.0	6.2%	0.9%	-24.6%	4.2	-4.9
Clc1ccc(CSc2nnc([C@@H]3CCCN3)o2)cc1Cl	-1.0%	1.8%	-16.8%	-4.2&-2.1	5.0%&3.4%	-1.0%	-1.7%	1.6	0.8
Cc1ccc(S(=O)(=O)NC(=O)NC(=O)N(C)S(=O)(=O)c2ccc(C)cc2)cc1	-2.9%	-4.3%	3.9%	-3.7	-13.5%	0.8%	2.2%	-3.2	0.0
CCc1ccccc1NS(=O)(=O)c1ccc2[nH]cc(C(=O)NCC3CCCO3)c(=O)c2c1 (configuration not stated)	13.9%	1.2%	-7.3%	-6.6	0.0%	-3.7%	0.3%	/	/
CC1C(=O)N(Cc2cn(Cc3ccco3)nn2)CCS(=O)(=O)N1Cc1ccc(-c2ccc(Cl)cc2)cc1 (configuration not stated)	/	-1.7%	/	-5.2	?	-3.2%	-9.3%	/	/
CN(C)S(=O)(=O)N(CC(=O)Nc1ccc(Br)cc1F)c1ccccc1	6.3%	5.6%	1.9%	-0.1	-11.2%	-0.5%	-4.4%	/	0.6
COc1cc2c(cc1OC)C(c1ccccc1)NCC2 (configuration not stated)	-6.2%	8.6%	1.3%	-8.3	-8.0%	-5.7%	2.0%	-10.3	-0.9
Cc1ccc(C(=O)NCCCc2ccccc2)c(Cl)c1	6.3%	-8.3%	0.7%	-3.1	-32.1%	-0.4%	-3.9%	-3.3	0.1
CN(C(=O)COC(=O)Cc1c[nH]c2ccccc12)c1c(N)n(Cc2ccccc2)c(=O)[nH]c1=O	-9.8%	7.2%	1.4%	-10.5	-5.8%	4.5%	-6.6%	-3.1	0.3
O=C(COC(=O)CSc1ccc(F)cc1)NC1CC1	/	-5.9%	/	-0.4	1.8%	-1.3%	4.0%	/	/
COc1cccc(CNC(=O)CCc2c(C)c3cc4c(C)coc4c(C)c3oc2=O)c1	-13.4%	4.4%	0.9%	-6.3	?	-5.2%	-1.7%	/	-1.0
COc1ccc(N(CC(O)Cn2c3ccccc3c3ccccc32)S(=O)(=O)c2ccccc2)cc1 (configuration not stated)	-16.7%	6.5%	-2.7%	0.1	4.8%	-1.0%	-0.1%	-10.3	-0.2
CCC1CCCCN1C(=O)CSc1nnc(-c2ccc(Cl)cc2)o1 (configuration not stated)	5.8%	1.4%	2.6%	-3.0	144.7%[activator]	-3.9%	3.2%	/	/

Screens from PubChem BioAssay.
